Jurkat NFkB inh = inhibitors of induced NF-kB luciferase reporter, primary screen, TCR NF-kB activation inhibitor project, cell-based, luminescence, uHTS; inhibition, % at 4 µM; AID 435003, 2010; 330,000 compounds, 0.53% hits; Jurkat, PMA/ionomycin-induced NF-kB luciferase reporter
Apaf-1 inh = inhibitors of human Apaf-1 apoptosome, primary screen, biochemical, DEVD-Rh110 fluorescence, uHTS. Apoptotic protease-activating factor 1 (Homo sapiens), O14727. reconstituted apoptosome caspase-3 activity. inhibition, % at 20 µM. 330,000 compounds, 0.71% hits. AID 489030, 2010; active = inhibition of at least 40% at 20 µM;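 also: plate controls were DMSO wells for no effect and DEVD-CHO caspase inhibitor wells for full effect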
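Medium: Hepes buffer, pH 7.5 / System: biochemical Apaf-1 apoptosome reconstitution / Measured by: Rh110 fluorescence, excitation 480 nm, emission 540 nm / Times: compound with Apaf-1, dATP, procaspase-3 30 min, then 50 min reaction, room temperature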
697 NFkB inh = inhibitors of PMA/ionomycin-induced NF-kB reporter, 697 cells, primary screen, B-cell NF-kB inhibitor project, cell-based, luminescence, uHTS; 697 B-cell NF-kB luciferase reporter, 16 h; inhibition, % at 4 µM; 330,000 compounds, 0.33% hits; AID 435022, 2010; in the data active = inhibition above about 35%
EBI2 antag = EBI2 receptor antagonists, beta-arrestin recruitment, primary screen, cell-based, luminescence, 7a,25-OHC stimulation, uHTS; inhibition, % at 5 µM; AID 651636, 2012; 360,000 compounds, 0.81% hits; 7a,25-OHC stimulated; in the data active = inhibition above about 38%;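 also: enzyme fragment complementation signal reports receptor beta-arrestin coupling in cells; 0% = agonist plus DMSO wells and 100% = wells without agonist; some results beyond the cut were filed as inactive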
CCR6 antagonist = CCR6 receptor antagonists, primary screen, cell-based, CHO-K1, luminescence, beta-arrestin, uHTS; C-C chemokine receptor type 6 (Homo sapiens), P51684; CHO-K1 CCR6 PathHunter beta-arrestin, CCL20-stimulated; inhibition, % at 20 µM; 340,000 compounds, 0.49% hits;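 active = compounds whose inhibition of the agonist-driven luminescence signal at 20 µM reaches about 50%, limit read from the data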;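 also: cells stimulated with CCL20 at 14 nM final; plate controls were DMSO with CCL20 for no effect and DMSO without agonist for full effect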
Target sequence (P51684 whole entry, looked up): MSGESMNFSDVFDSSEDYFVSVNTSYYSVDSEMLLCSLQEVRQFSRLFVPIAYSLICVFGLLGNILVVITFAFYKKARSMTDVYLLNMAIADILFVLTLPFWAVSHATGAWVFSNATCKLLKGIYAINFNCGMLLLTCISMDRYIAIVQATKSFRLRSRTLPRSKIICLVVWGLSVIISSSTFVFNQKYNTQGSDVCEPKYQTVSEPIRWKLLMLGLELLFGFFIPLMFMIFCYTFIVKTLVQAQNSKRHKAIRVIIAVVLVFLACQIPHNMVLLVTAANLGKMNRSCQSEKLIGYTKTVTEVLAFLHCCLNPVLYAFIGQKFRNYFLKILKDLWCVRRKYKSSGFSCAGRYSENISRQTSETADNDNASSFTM
Gli-Sufu antag = Gli-Sufu pathway antagonists, primary screen, luciferase luminescence, Sufu-KO-LIGHT cells, uHTS. Sufu-KO-LIGHT fibroblasts, Gli luciferase reporter luminescence. inhibition, % at 5 µM. 340,000 compounds, 0.74% hits. AID 588413, 2011;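 active = inhibition above about 55%, limit read from the data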;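 also: 0% = DMSO-treated cells and 100% = wells with medium but no cells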
SENP8 block = SENP8 protease inhibitors, primary screen, biochemical, luminescence | purified SENP8, Z-RLRGG-aminoluciferin cleavage | inhibition, % at 10 µM | 330,000 compounds, 1.2% hits | AID 2540, 2010
Target sequence (Q96LD8 whole entry, looked up): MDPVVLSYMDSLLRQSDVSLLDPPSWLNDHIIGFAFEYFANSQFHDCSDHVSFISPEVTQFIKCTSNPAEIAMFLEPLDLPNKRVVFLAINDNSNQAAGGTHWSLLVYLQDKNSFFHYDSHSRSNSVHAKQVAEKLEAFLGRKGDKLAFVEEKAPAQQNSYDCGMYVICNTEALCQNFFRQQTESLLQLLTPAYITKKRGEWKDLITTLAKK
UBC13 polyUb = UBC13 polyubiquitin chain formation inhibitors, primary screen, biochemical, TR-FRET, uHTS; 330,000 compounds, 0.47% hits; AID 485273, 2010; Ubiquitin-conjugating enzyme E2 N (Homo sapiens), P61088; inhibition, % at 20 µM; in the data active = inhibition above about 45%, passing the limit was not always enough
Target sequence (P61088 whole entry, looked up): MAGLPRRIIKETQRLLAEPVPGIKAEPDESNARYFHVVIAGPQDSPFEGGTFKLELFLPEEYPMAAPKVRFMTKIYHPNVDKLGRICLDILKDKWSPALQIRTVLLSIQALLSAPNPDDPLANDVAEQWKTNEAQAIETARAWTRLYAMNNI
* marks the source's active call; other numbers are inactive results; nt = no result given. Rule as the data show it, unless noted: active = inhibition above about 50%; inactive = the rest.

The first two records (preview)
SMILES	Jurkat NFkB inh	Apaf-1 inh	697 NFkB inh	EBI2 antag	CCR6 antagonist	Gli-Sufu antag	SENP8 block	UBC13 polyUb
COc1ccc(NC(=O)C2CCCN(S(=O)(=O)c3ccc(Cl)cc3)C2)cc1OC (stereo not given)	-2	5	-18	-4	-5	2	2	-13
CC1CCCN(CCCNC(=O)c2ccc(N3CCCC3=O)cc2)C1 (stereo not given)	0	-16	5	-4	1	-3	1	0

The whole of this part (from the top)
SMILES	Jurkat NFkB inh	Apaf-1 inh	697 NFkB inh	EBI2 antag	CCR6 antagonist	Gli-Sufu antag	SENP8 block	UBC13 polyUb
COc1ccc(NC(=O)C2CCCN(S(=O)(=O)c3ccc(Cl)cc3)C2)cc1OC (stereo not given)	-2	5	-18	-4	-5	2	2	-13
CC1CCCN(CCCNC(=O)c2ccc(N3CCCC3=O)cc2)C1 (stereo not given)	0	-16	5	-4	1	-3	1	0
CC(=O)Nc1ccc(NC(=O)COC(=O)CCc2nc3ccccc3s2)cc1	-9	9	-13	-4	-3	-17	-10	-9
C=CCn1c(=O)c(C(=O)Nc2ccc(C)cc2)c(O)c2ccccc21	-22	-6	-47	-3	-22	-8	-16	18
C=CC[C@H](CC(=O)NCCO)C(=O)N[C@H](COC(=O)[C@@H](CC=C)Cc1ccc(F)cc1)C(C)(C)C	13	9	-4	18	-5	5	0	5
O=S(=O)(c1cnc[nH]1)N1CCN(c2ccc(F)cc2)CC1	2	-3	3	-14	5	4	-5	1
Cc1c(OCc2ccccc2)c(=O)ccn1Cc1ccc(Cl)cc1	6	28	-4	0	-5	-76	5	14
CCCn1c(OC)nc2c1c(=O)n(C)c(=O)n2C	6	14	-12	-5	9	6	0	-3
CCOc1cccc2cc(C(=O)NCc3ccc(F)cc3)c(=N)oc12	19	29	-38	15	5	-2	-4	0
O=C(O)C1C(c2ccccc2)C(C(=O)OCc2ccco2)C1c1ccccc1 (stereo not given)	-16	3	-3	6	-9	3	-12	-11
CC(=O)Oc1cc(C(=O)OCC(=O)N2CCc3ccccc3C2)cc(OC(C)=O)c1OC(C)=O	15	-7	-76	-2	3	14	3	12
COc1ccc(NC(=S)NNC(=O)c2nnn(-c3ccccc3)c2C)cc1	5	3	3	10	32	7	-5	59*
Cc1noc(C)c1COC(=O)C1CCN(C(=O)c2ccc(Cl)cc2)CC1	-4	1	-2	38	-5	5	-1	-17
CNC(=O)C(NC(=O)Nc1ccc(C)cc1)C(C)(C)C (stereo not given)	-13	-2	1	-22	-6	-1	-3	-4
O=C(COc1ccc(Cl)cc1)Nc1cc2c3c(c1)CC(=O)N3CCC2	9	15	-7	-2	10	-11	-14	2
O=C(NCc1cccc(C(F)(F)F)c1)C1CC(c2ccccc2F)=NO1 (stereo not given)	3	15	17	5	-6	-8	0	-2
O=C(NNC(=S)NC(=O)c1ccco1)c1ccc(F)cc1	-5	-11	-40	5	18	-21	-4	-17
COc1cc(CN2CCN(C(=O)CC(C)C)CC2)cc(OC)c1O	9	-15	26	-13	1	2	12	4
CCNc1nc(NCC)nc(OCCNS(=O)(=O)c2cc(C)ccc2C)n1	0	5	0	5	0	9	-3	12
Cc1cccc(C)c1NC(=O)CN(C)C(=O)c1ccccc1Sc1ccccc1C#N	6	-1	13	1	18	-1	1	0

15 entries from above, with two lines to a compound.
Order of values – Jurkat NFkB inh | Apaf-1 inh | 697 NFkB inh | EBI2 antag | CCR6 antagonist | Gli-Sufu antag | SENP8 block | UBC13 polyUb
- CC(=O)Nc1ccc(NC(=O)COC(=O)CCc2nc3ccccc3s2)cc1
    -9 | 9 | -13 | -4 | -3 | -17 | -10 | -9
- C=CCn1c(=O)c(C(=O)Nc2ccc(C)cc2)c(O)c2ccccc21
    -22 | -6 | -47 | -3 | -22 | -8 | -16 | 18
- C=CC[C@H](CC(=O)NCCO)C(=O)N[C@H](COC(=O)[C@@H](CC=C)Cc1ccc(F)cc1)C(C)(C)C
    13 | 9 | -4 | 18 | -5 | 5 | 0 | 5
- O=S(=O)(c1cnc[nH]1)N1CCN(c2ccc(F)cc2)CC1
    2 | -3 | 3 | -14 | 5 | 4 | -5 | 1
- Cc1c(OCc2ccccc2)c(=O)ccn1Cc1ccc(Cl)cc1
    6 | 28 | -4 | 0 | -5 | -76 | 5 | 14
- CCCn1c(OC)nc2c1c(=O)n(C)c(=O)n2C
    6 | 14 | -12 | -5 | 9 | 6 | 0 | -3
- CCOc1cccc2cc(C(=O)NCc3ccc(F)cc3)c(=N)oc12
    19 | 29 | -38 | 15 | 5 | -2 | -4 | 0
- O=C(O)C1C(c2ccccc2)C(C(=O)OCc2ccco2)C1c1ccccc1 (stereo not given)
    -16 | 3 | -3 | 6 | -9 | 3 | -12 | -11
- CC(=O)Oc1cc(C(=O)OCC(=O)N2CCc3ccccc3C2)cc(OC(C)=O)c1OC(C)=O
    15 | -7 | -76 | -2 | 3 | 14 | 3 | 12
- COc1ccc(NC(=S)NNC(=O)c2nnn(-c3ccccc3)c2C)cc1
    5 | 3 | 3 | 10 | 32 | 7 | -5 | 59*
- Cc1noc(C)c1COC(=O)C1CCN(C(=O)c2ccc(Cl)cc2)CC1
    -4 | 1 | -2 | 38 | -5 | 5 | -1 | -17
- CNC(=O)C(NC(=O)Nc1ccc(C)cc1)C(C)(C)C (stereo not given)
    -13 | -2 | 1 | -22 | -6 | -1 | -3 | -4
- O=C(COc1ccc(Cl)cc1)Nc1cc2c3c(c1)CC(=O)N3CCC2
    9 | 15 | -7 | -2 | 10 | -11 | -14 | 2
- O=C(NCc1cccc(C(F)(F)F)c1)C1CC(c2ccccc2F)=NO1 (stereo not given)
    3 | 15 | 17 | 5 | -6 | -8 | 0 | -2
- O=C(NNC(=S)NC(=O)c1ccco1)c1ccc(F)cc1
    -5 | -11 | -40 | 5 | 18 | -21 | -4 | -17

Carrying on:
SMILES	Jurkat NFkB inh	Apaf-1 inh	697 NFkB inh	EBI2 antag	CCR6 antagonist	Gli-Sufu antag	SENP8 block	UBC13 polyUb
O=C(NCCC(=O)N(CCc1ccccc1)Cc1ccccc1)c1ccc([N+](=O)[O-])cc1	13	27	11	13	6	0	-3	5
COc1ccc(-n2nc3c(N)n[nH]c3cc2=O)cc1	6	-4	20	10	8	-6	8	-27
CC(=O)c1sc(NC(=O)CN2C(=O)NC3(CCCC3)C2=O)nc1-c1ccccc1	1	6	1	-2	7	-6	3	-16
Cc1oc(C(=O)O)cc1COc1cccc2cccnc12	13	4	28	0	-7	-3	-3	-6
CCOc1ccc(S(=O)(=O)NCCC(=O)N2CC(C)OC(C)C2)cc1 (stereo not given)	2	-5	17	-8	9	5	11	2
COc1ccc(N2CCN(S(=O)(=O)c3cc(-c4cc(C)no4)ccc3C(C)C)CC2)cc1	23	21	-73	7	11	11	-8	-6
C=CCn1cnc2c(nnn2-c2ccc(OC)c(OC)c2)c1=O	-5	-4	21	-1	7	1	0	-5
CC(C)(C)C(=O)Nc1ccc(C(=O)CN2C(=O)NC3(CCOc4ccccc43)C2=O)cc1 (stereo not given)	3	-5	9	-4	7	11	6	7
COc1ccc(-c2sc3ccc(N4CCOCC4)cc3c2C#Cc2ccsc2)cc1	-29	6	-52	-5	6	-27	4	4
Cc1cn([C@H]2C[C@H](O)[C@@H](CCC(=O)NCCCn3ccnc3)O2)c(=O)[nH]c1=O	nt	-13	6	-7	24	-6	nt	nt
CCCc1cc(=O)oc2cc(C)cc(OCC(=O)NC(Cc3ccc(Cl)cc3)C(=O)O)c12 (stereo not given)	-9	-1	7	-7	7	-3	-13	-4
Cc1ccc(S(=O)(=O)Nc2c(C)n(C)n(-c3ccccc3)c2=O)c(C)c1	16	-5	11	-7	-6	-21	-5	-2
COc1ccc(CN(C(=O)c2ccco2)C2CCS(=O)(=O)C2)cc1 (stereo not given)	7	-11	20	-5	5	-9	-1	2
CCN1CCN(c2ncnc3c2cnn3-c2ccccc2)CC1	-57	9	-30	-3	2	-35	1	8
Cc1ccc(NC(=S)N(Cc2ccccc2)Cc2cccs2)c(C)c1	-18	-5	2	13	5	-2	4	9
O=c1c(-c2ccc(O)cc2)coc2c([C@@H]3O[C@H](CO)[C@@H](O)[C@H](O)[C@H]3O)c(O)ccc12	4	2	4	-2	10	2	0	14
CCOc1ccc(N2C(=O)CC(SC(=NC)Nc3cccc(F)c3)C2=O)cc1 (stereo not given)	-6	10	3	11	-15	-4	-8	-1
Brc1cnc(N2CCCCC2)nc1N1CCOCC1	2	7	8	1	12	3	3	-2
COc1cccc(NC(=O)CN(Cc2ccccc2)S(C)(=O)=O)c1	-3	2	16	1	3	-1	-6	9
Cc1ccccc1C(=O)Nc1nc(-c2cccnc2)cs1	-3	13	-3	-5	5	-17	-8	3
Clc1ccc(COn2c(-c3ccc(Cl)cc3Cl)nc3ncccc32)cc1	-2	20	20	14	21	3	2	5
O=C1CS(=O)(=O)N(Cc2ccc(F)cc2)c2ccccc21	nt	4	-6	5	10	-8	nt	nt
CN(Cc1ccccc1)CC1CCCN(CCc2ccccc2F)C1 (stereo not given)	-6	10	0	6	1	30	7	5
O=C(NC(=S)Nc1ccccc1N1CCCC1)c1ccc(-c2cccc([N+](=O)[O-])c2)o1	-2	22	-23	12	29	-2	1	-25
O=C(Cc1ccc(N2CCNC2=O)cc1)N1CCCC(Nc2cccc(F)c2)C1 (stereo not given)	59*	2	-53	-47	-4	53	2	0
COc1cc(-c2nc3cnccn3c2Nc2c(C)cccc2C)ccc1O	15	-4	-4	-8	16	11	5	8
C/C(=N\N=C\c1ccc(N(C)C)cc1)c1cccc([N+](=O)[O-])c1	-13	14	21	-19	-9	-49	11	-1
COc1ccc(/C=N/NC(=O)c2ccccc2O)cc1CSc1ccccn1	16	11	3	-1	19	-15	-12	16
c1ccc(N2CCN(c3nc(-c4ccccn4)nc4ccccc34)CC2)cc1	5	10	-4	5	30	9	0	1
COCCN(C(=O)CNC(=O)c1ccco1)C(C(=O)NC1CCCCC1)c1cccc(OC)c1 (stereo not given)	0	6	-14	2	-21	-4	-8	-4
O=C(N/N=C/c1c[nH]c2ccccc12)c1cccs1	-18	4	-12	7	-6	-22	-5	-2
Cc1ccc(C(=O)NC(=S)N2CCN(C)CC2)cc1	4	-6	-16	-14	4	-2	4	-9
O=S1(=O)CCN2C(c3ccco3)=CSC2=N1	-11	-3	11	-5	18	-1	-5	-3
O=C(NNC(=O)C1CC1)c1cccc([N+](=O)[O-])c1	-21	-6	0	-9	-9	-1	-6	-6
COCCNC(=S)Nc1ccc([N+](=O)[O-])cc1C	17	-4	7	0	-2	1	-2	-4
O=C(CN1CCN(C(c2ccccc2)c2ccccc2)CC1)NCc1ccccc1	3	21	-1	3	10	19	-5	1
CC(=O)c1c(C)[nH]c(C(=O)Nc2ccccn2)c1C	-92	-8	-66	-9	-2	-67	-11	-1
CN(C(=O)c1ccncc1)c1nnc(-c2ccncc2)s1	-8	10	-8	0	4	0	-10	-1
O=C(O)c1ccccc1C(=O)NCc1ccc2c(c1)OCO2	5	-6	7	-1	6	-9	-11	-9
CCOc1ccc(NCc2cccn2-c2nnc(N3CCC(C(=O)NCCCN4CCCCC4CC)CC3)s2)cc1 (stereo not given)	-8	25	-8	-3	0	23	6	22
Cc1noc(C)c1COc1cccc(C(=O)Nc2cccnc2)c1	-9	0	23	-3	-6	-4	4	2
COc1cc(C)c(/C=C/C(C)=C/C=C/C(C)=C/C(=O)O)c(C)c1C	19	1	-54	-1	-2	38	21	-41

Screening data deposited in PubChem BioAssay by Sanford-Burnham Center for Chemical Genomics.

A portion of the library; the hit share may differ from the screen's.
